Chronic BCR inh: qHTS Assay to Find Inhibitors of Chronic Active B-Cell Receptor Signaling | ABC-DLBCL IkBa-CBG/CBR reporter, luminescence ratio, 4 h | Potency, µM (doses to about 46.1 µM), for the others: at the top dose ratio change, negative = lower green/red ratio, hits mostly inhibitors | 0.05% of 340,000 active | AID 493014, 2011; active = well fitted inhibition curve with a large enough effect in the signal ratio, with a control signal flat, not every such curve was filed as active; inconclusive = small, poorly fitted or top-dose-only effect, or effect the other way, or a change in a side signal; the % refers to the signal ratio;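 also: potency is read from the fitted curve at half-maximal effect; plate controls were basal doxycycline-induced cells for no effect and cells given 10 µM MG132 for full effect; MG132 reads +100%, hits lower the ratio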
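TMD8 human ABC-DLBCL cells with doxycycline-inducible IκBα–green luciferase fusion and unfused red luciferase, in 0.5% FBS medium; compounds up to 46 uM, 4 h at 37C. Green/red luminescence ratio, filter-overlap corrected, fitted to concentration-response curves.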
Mito fusion act: qHTS Assay for Small Molecule Inhibitors of Mitochondrial Division or Activators of Mitochondrial Fusion. 0.23% of 320,000 active. Potency, µM (highest dose often 46.1 µM), for inactives: at the highest dose growth rescue (activation), hits mostly activators. S. cerevisiae fusion-defective mutant growth rescue, CellTiterGlo 48 h;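 also: potency is read from the fitted curve at half-maximal effect; % of control where 0% means no effect; nearly all actives have a fitted effect of over 45% in size; temperature-sensitive fusion mutants such as fzo1-1 at 37 °C on non-fermentable ethanol glycerol medium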
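Luminescent cell viability in 1536-well qHTS format served as the measure of rescued growth in ts fusion-mutant S. cerevisiae cultured on non-fermentable YPEG for 48 hours at 37C.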
ELG1 DNA repair: qHTS screen for small molecules that inhibit ELG1-dependent DNA repair in human embryonic kidney (HEK293T) cells expressing luciferase-tagged ELG1. HEK293T ELG1-luciferase reporter, luminescence, 16 h; DNA damage induced by 5-fluorouridine. Potency, µM (titrated, usually from 46.1 µM), for the others: at the top dose activity change, negative = inhibition, most hits filed as inhibitors. 2.3% of 330,000 active. AID 504467, 2011; also: potency is read from the fitted curve at half-maximal effect; % is scaled to controls: 0 for no effect and ±100 for the full control effect; nearly all actives have a fitted effect of over 55% in size
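Cells (2,000 per well) received 5-fluorouridine plus test compound or DMSO and were incubated 16 hr at 37 °C, 5% CO2. Luciferase activity was read by luminescence 30 min after ONE-Glo addition; signal suppression marked inhibition of damage-induced ELG1 function.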
Eya2 phos inh: qHTS Assay for Inhibitors of the Phosphatase Activity of Eya2 | Protein phosphatase EYA2 (Homo sapiens), O00167 | recombinant Eya2, OMFP fluorescence dephosphorylation (OMFP is methylfluorescein phosphate) | Potency, µM (highest dose often 76.9 µM), for the others: top-dose activity, negative = inhibition, hits mostly inhibitors | 0.006% of 330,000 active | AID 488837, 2010; also: potency is read from the fitted curve at half-maximal effect; % is scaled to controls: 0 for no effect and ±100 for the full control effect
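Eya2 protein (added as 0.2 uM solution) was preincubated with compound for 10 min at ambient temperature in 50 mM HEPES pH 7.5, 50 mM NaCl, 5 uM MgCl2, 0.05% BSA, 1 mM DTT. OMFP (added at 50 uM) then reacted 10 min; fluorescence read at 485/525 nm.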
TSG101-PTAP inh: qHTS Assay for Iinhibitors of HIV-1 Budding by Blocking the Interaction of PTAP/TSG101. Potency, µM (doses to about 115 µM), inactives show top-dose activity change, negative = inhibition, usual class: inhibitors. Tumor susceptibility gene 101 protein (Homo sapiens), Q99816. Fluorescence polarization, FITC-PTAP peptide / Tsg101 binding. AID 493005, 2010. 340,000 tested, under 10 active; active = well fitted inhibition curve with a large enough effect in the main read-out, with a control signal flat, not every such curve was filed as active; inconclusive = small, poorly fitted or top-dose-only effect, or effect the other way, or a change in a side signal; inactive = no such curve, though single readings can be large or run the other way; also: potency is read from the fitted curve at half-maximal effect; % of control where 0% means no effect
Target sequence (Q99816 whole entry, looked up): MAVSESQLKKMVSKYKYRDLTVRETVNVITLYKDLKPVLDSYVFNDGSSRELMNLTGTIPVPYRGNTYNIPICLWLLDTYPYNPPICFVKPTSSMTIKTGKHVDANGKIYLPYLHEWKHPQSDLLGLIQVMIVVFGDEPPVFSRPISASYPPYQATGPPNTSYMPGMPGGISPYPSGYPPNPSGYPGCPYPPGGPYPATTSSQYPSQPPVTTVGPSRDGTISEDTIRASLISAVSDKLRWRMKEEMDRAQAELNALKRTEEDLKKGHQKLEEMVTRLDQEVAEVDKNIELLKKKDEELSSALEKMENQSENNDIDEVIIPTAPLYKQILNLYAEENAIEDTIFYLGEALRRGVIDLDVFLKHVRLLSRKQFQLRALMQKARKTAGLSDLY
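FP read-out: FITC-PTAP peptide, 50 nM final, binding Tsg101 binding domain, 10 uM final; 20 min, r.t.; 10 mM HEPES pH 7.5, 0.15 M NaCl, 0.01% Tween 20, 3 mM EDTA, 0.1 mM TCEP.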
a7 integrin act: qHTS for Activators of Integrin-Mediated Alleviation for Muscular Dystrophy; alpha7betagal myoblasts, beta-gal FDG fluorescence, 48 h; Potency, µM (doses to about 38.3 µM), without a hit: at the highest dose activation, actives largely listed as activators; 0.064% of 350,000 active;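 also: potency is read from the fitted curve at half-maximal effect; 100% = response of the positive control SU9516; nearly all actives have a fitted effect of over 60% in size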
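Alpha7betagal+/- myoblasts (passage 13) were plated 16-24 hr, then exposed to compounds (1:260 dilution of DMSO stock) for 48 hours at 37C. After MPER lysis, β-galactosidase reporter activity was read as FDG fluorescence (ex 480/em 540) after 30 minutes.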
S-ASM inh: Inhibitors of Secretory Acid Sphingomyelinase (S-ASM): qHTS | Potency, µM (series often up to 57.5 µM), for the others: at the highest dose activity change, negative = inhibition, most hits filed as inhibitors | Sphingomyelin phosphodiesterase (Homo sapiens), P17405 | 0.006% of 340,000 active | placental ASM, HMU-PC fluorogenic substrate, 60 min; also: potency is read from the fitted curve at half-maximal effect
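HMU-PC0 cleavage (9 uM final) by human placental ASM, 60 min at 37 °C following 10 min compound exposure at RT; stopped at pH 10, fluorescence Ex 386/Em 447 nm.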
TSHR antagonist: Antagonists of the Thyroid Stimulating Hormone Receptor: HTS campaign. Thyrotropin receptor (Homo sapiens), P16473. TSHR-expressing cells, TSH-stimulated cAMP HTRF, 2 h; stronger effect = lower value. activity change, negative = inhibition, % at 11.5 µM. 0.2% of 330,000 active;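 active = activity change below a set negative limit, meaning inhibition stronger than a set level, cut at about -70% in these data; inconclusive = activity change between two set negative limits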; also: % is scaled to controls: 0 for no effect and ±100 for the full control effect
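Antagonism was scored as loss of TSH-driven cAMP in TSHR cells, stimulated with 4nM TSH (EC80) for 2 hours at 37 deg C and detected by homogeneous HTRF competition immunoassay.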
A-T KAP1 phos: qHTS Assay for Identifying a Potential Treatment of Ataxia-Telangiectasia | AID 485349, 2010 | […] A-T fibroblasts, KAP-1 phosphorylation AlphaLISA; neocarzinostatin DNA damage 30 min before lysis | Potency, µM (top dose mostly 57.5 µM), without a hit: top-dose activation, most hits filed as activators | 0.19% of 320,000 active; also: potency is read from the fitted curve at half-maximal effect; % of control where 0% means no effect; nearly all actives have a fitted effect of over 45% in size
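hTERT-immortalized A-T patient fibroblasts ([…]), 500 cells/well in OPTI-MEM, 1% FBS, got compounds for 60 min, then NCS for 30 min at 37C. Lysates were then assayed for phospho-KAP-1 by AlphaLISA (anti-pKAP1 donor, anti-KAP1 acceptor beads), 6 hr at 25C.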
Tb PFK block: qHTS Assay to Find Inhibitors of T. brucei phosphofructokinase; ATP-dependent 6-phosphofructokinase (Trypanosoma brucei brucei), O15648; T. brucei PFK, ADP-Glo luminescence; Potency, µM (titrated, usually from 57.5 µM), inactives show top-dose activity, negative = inhibition, most hits filed as inhibitors; 0.17% of 330,000 active;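 also: potency is read from the fitted curve at half-maximal effect; 0% = uninhibited 1x PFK enzyme wells and -100% = no-enzyme wells; nearly all actives have a fitted effect of over 60% in size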
Target sequence (O15648 whole entry, looked up): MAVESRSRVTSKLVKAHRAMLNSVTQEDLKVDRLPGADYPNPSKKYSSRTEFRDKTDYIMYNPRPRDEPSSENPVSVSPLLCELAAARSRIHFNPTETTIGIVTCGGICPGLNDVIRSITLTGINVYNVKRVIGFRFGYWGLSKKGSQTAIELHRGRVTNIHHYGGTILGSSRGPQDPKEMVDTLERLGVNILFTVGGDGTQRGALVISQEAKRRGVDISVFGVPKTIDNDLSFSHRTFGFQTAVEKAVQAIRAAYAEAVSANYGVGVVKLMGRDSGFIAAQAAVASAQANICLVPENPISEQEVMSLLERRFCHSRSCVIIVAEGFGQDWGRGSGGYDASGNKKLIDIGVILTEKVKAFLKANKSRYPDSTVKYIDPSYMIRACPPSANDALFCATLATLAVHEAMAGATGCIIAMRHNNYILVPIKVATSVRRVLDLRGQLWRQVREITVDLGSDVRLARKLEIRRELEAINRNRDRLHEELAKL
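PFK 1.25 nM, F6P 0.5 mM, ATP 0.1 mM, 0.1 M TEA pH 8.0, 5 mM MgCl2, 0.01% Tween20, 0.1% BSA; 45 min RT. ADP-Glo readout. qHTS titration up to 57 uM; curves fitted, compounds curve-classed.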
TCR activator: Activators of T cell receptors: qHTS campaign. primary human leukocytes, anti-CD3, IL-2 HTRF, 48 h. Potency, µM (top dose mostly 9.22 µM), for the others: top-dose activation of IL-2 secretion, actives largely listed as activators. AID 504894, 2011. 330,000 tested, under 10 active; also: % of control where 0% means no effect
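Readout: HTRF IL-2, Eu-cryptate/d2 antibody pair, 320nm excitation, 665nm emission. Stimulus: a-CD3 beads, no co-stimulation. Cells: primary human leukocytes. Exposure: 48 hr with compound.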
* marks the source's active call; other numbers are inactive results; ? = inconclusive; · = not tested or not shown; [ ] = another dose, or the depositor's remark. Unless noted, calls follow the shape of the dose curve; as a rule, active = well fitted curve in the direction sought with a large enough effect; inconclusive = small, poorly fitted or top-dose-only effect, or another doubt; inactive = no such curve, though single readings can be large; an effect the other way counts as inactive or inconclusive. Rows were taken by chance; overall some 3.2% were active at least once.

| nr | compound | Chronic BCR inh | Mito fusion act | ELG1 DNA repair | Eya2 phos inh | TSG101-PTAP inh | a7 integrin act | S-ASM inh | TSHR antagonist | A-T KAP1 phos | Tb PFK block | TCR activator |
| --- | --- | --- | --- | --- | --- | --- | --- | --- | --- | --- | --- | --- |
| 1 | CCCC[C@@H]1CNCCN1CCc1cccc2ccccc12 | ? | 2% | 7% | -2% | -1% | -44% | 5% | 5 | -6% | -14% | -4% |
| 2 | O=C(C1CCCN(Cc2ccccc2C(F)(F)F)C1)N1CCCCC1 (stereo not drawn) | -4% | 0% | -1% | -2% | 1% | 13% | 2% | 5 | 4% | 2% | 6% |
| 3 | O=C(CCC1CCCC1)N1CCN(S(=O)(=O)Cc2ccccc2)CC1 | 0% | 7% | ? | 6% | -1% | -4% | -2% | 0 | 15% | 0% | · |
| 4 | Cc1nnc(NCc2ccco2)c2ccccc12 | 1% | 1% | -2% | 4% | -5% | 5% | 3% | -4 | 8% | 1% | 1% |
| 5 | COc1ccc(OCCCC(=O)Oc2ccc(OC)cc2)cc1 | ? | -1% | 8% | 12% | -2% | 11% | -3% | 10 | 7% | -2% | 1% |
| 6 | Cc1cc(NC(=O)C(C)SCC(=O)OCC(=O)Nc2c(C)cccc2C(C)C)no1 (stereo not drawn) | 3% | -4% | 6% | 3% | -3% | 0% | 1% | 17 | -3% | -1% | 4% |
| 7 | O=C(CCCCCNC(=O)c1ccccc1)C[N+](=O)[O-] | -14% | 9% | 6% | -7% | 2% | ? | -2% | -2 | 3% | 3% | 0% |
| 8 | COCCNS(=O)(=O)c1ccc(-c2ccc(C)cc2)cc1 | -27% | -7% | 8% | 0% | -1% | -33% | 15% | -18 | 31% | 0% | 10% |
| 9 | COc1cccc2cc(C(=O)c3ccccc3)oc12 | ? | 3% | ? | 2% | -1% | 10% | -3% | 5 | 5% | -3% | 0% |
| 10 | Cn1c(=O)[nH]c(=O)c2c1nc(SCCCO)n2CCCc1ccccc1 | -10% | -3% | -1% | -6% | 0% | 18% | 4% | -14 | -3% | -1% | 0% |
| 11 | O=C(Cc1ccc(NS(=O)(=O)c2cccc(C(F)(F)F)c2)cc1)NCCN1CCOCC1 | 3% | 8% | 0% | -8% | -4% | 5% | -3% | -5 | 6% | 0% | 2% |
| 12 | Cc1cc(C)cc(NC(=O)c2ccc(CN3CCc4ccccc4C3)cc2)c1 | -6% | 5% | ? | -2% | -3% | -42% | 4% | -25 | 13% | -1% | · |
| 13 | Cc1csc(NC(=O)c2ccccc2O)n1 | ? | 0% | ? | -8% | -5% | 20% | 103%[activator] | 9 | -5% | 29% | -2% |
| 14 | O=C(NC(=S)NNC(=O)c1ccccc1O)c1ccco1 | ? | 0% | 26% | 0% | 0% | 0% | 4% | -5 | 7% | 2% | -7%[46.1 µM] |
| 15 | O=C(Nc1nc2ccccc2[nH]1)c1ccc(Cl)c([N+](=O)[O-])c1 | ? | 0% | ? | -8% | -1% | -33% | 1% | -6 | -7% | -7% | 10% |
| 16 | O=C(c1ccc2c(c1)OCCO2)C1CCN(C(=O)c2ccc(F)cc2)CC1 | ? | 2% | ? | 9% | -5% | -12%[7.66 µM] | 3% | -13 | 0% | -1% | · |
| 17 | Nc1ccc2nc(-c3cc(Cl)c(N)c(Cl)c3)[nH]c2c1 | ? | -3% | ? | -9% | 0% | 0% | 75%[activator] | 16 | · | 2% | 0%[46.1 µM] |
| 18 | CSc1nc(-c2ccc(Cl)cc2)c(C#N)c(=O)n1C | 0% | 5% | -5% | 12% | -3% | -66%[inhibitor] | 1% | 0 | -5% | 1% | -35% |
| 19 | CC1CCN(S(=O)(=O)c2ccc3ncn(CC(=O)N4CCN(C)CC4)c(=O)c3c2)CC1 | 2% | 11% | -6% | -27% | -1% | 3% | 2% | 0 | -2% | 0% | 11% |
| 20 | COc1cccc(-c2csc(N3CCN(S(=O)(=O)c4ccc(F)cc4)CC3)n2)c1 | 0% | 3% | -26% | 13% | -5% | -15% | -2% | -16 | 4% | -1% | · |
| 21 | Cc1ccc(N(Cc2ccccc2)C(=O)c2cc(S(=O)(=O)N3CCOCC3)ccc2Cl)cc1 | 4% | 22% | -8% | -20% | -8% | -24% | 2% | -4 | 4% | -15% | -2% |
| 22 | Cc1ccc(S(=O)(=O)N2C[C@@H]3[C@H]4CC[C@H](C4)[C@@H]3[C@@H](C)[C@H]2c2ccn(Cc3ccccc3)c2)cc1 | 4% | · | 2% | 1% | 4% | 0% | -9% | -14 | -7%[11.5 µM] | 3% | -5%[46.1 µM] |
| 23 | O=C(NCCCN1CCOCC1)NC1CCCCC1 | -1% | 2% | 14% | 17% | 3% | 5% | 1% | -8 | -3% | -2% | -28% |
| 24 | C[C@]1(C(=O)NCCc2c[nH]c3ccccc23)C=C[C@@H](Cc2ccccc2)N1C(=O)c1ccccc1 | ? | 11% | 16% | -11% | 2% | -3% | -6% | 3 | -5% | 0% | 1% |
| 25 | CCOC(=O)c1ccc(NC(=S)N(CCCN2CCN(C)CC2)Cc2cccs2)cc1 | -9% | 0% | 2% | -7% | -1% | 0% | 2% | 11 | -3% | -6% | -9% |
| 26 | COc1cc(/C=N/NC(=O)c2ccc(Cl)c(S(N)(=O)=O)c2)ccc1OCC(N)=O | -1% | 1% | -20% | 3% | -10% | 4% | 77%[activator] | -11 | 0% | 2% | 2% |
| 27 | O=C(Nc1cc(Cl)ccc1N1CCCCC1)c1cccs1 | -1% | 3% | -7% | -28% | -1% | -3% | -10% | 20 | 3% | -2% | 6% |
| 28 | CC1(C)C2CCC1(C)C1(C2)NC(=O)c2ccccc2O1 (stereo not drawn) | 0% | 21% | 11% | 0% | -3% | -5% | -2% | -16 | -1% | -6% | -7% |
| 29 | CC#CCN1c2ccccc2[C@]23C[C@@H](C(=O)OC)N(C(=O)c4ccco4)C2=NC(C(=O)OC)=C(C(=O)OC)[C@H]13 | ? | 15% | 0% | -1% | -5% | -16% | 9% | -5 | -13% | 3% | 3% |
| 30 | CCNC(=O)N1CCN(S(=O)(=O)c2ccc3c(c2)OCCCO3)CC1 | 0% | 6% | 3% | 13% | 0% | -24% | 0% | 13 | 10% | 1% | · |
| 31 | CC(C)CC(=O)N=Nc1c(O)[nH]c2ccccc12 | ? | -4% | ? | -2% | -6% | ? | -1% | -3 | -1% | -1% | 4% |
| 32 | COc1ccc(CNC(=O)c2ccc(=O)oc2)cc1OC | 4% | -1% | 4% | -4% | -2% | -12% | 12% | -13 | 10% | 0% | 2% |
| 33 | CCSc1ccc(-c2nn(-c3ccccc3)cc2/C=C(/C#N)C(=O)NCCCOC)cc1 | 0% | -3% | 10% | 9% | 1% | -3% | · | -3 | -6% | 9% | 1%[46.1 µM] |
| 34 | CC(C)CCNC(=O)C1CC(c2cccc(F)c2)=NO1 (stereo not drawn) | ? | 25% | -1% | 7% | -1% | 6% | 5% | 5 | -13% | -5% | 0% |
| 35 | C=CCNC(=O)Nc1ccc(Cl)cn1 | 3% | -4% | 7% | 14% | 3% | -1% | 4% | -2 | 2% | -1% | 10% |
